# Source: PubChem BioAssay
# MLLE-PAM2 inh: blocks PAM2 peptide binding to the PABP1 MLLE domain. inhibition, % at 20 µM. P11940. 0.36% of 360,000 active. GST-MLLE / FITC-PAM2 fluorescence polarization; in the data active = inhibition above about 35%, passing the limit was not always enough;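 also: plate controls were DMSO wells with GST-MLLE for no effect and wells lacking GST-MLLE protein for full effect; some results filed as inactive read as strong as hits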
# Target sequence (P11940 whole entry, looked up, the tested form may be a part): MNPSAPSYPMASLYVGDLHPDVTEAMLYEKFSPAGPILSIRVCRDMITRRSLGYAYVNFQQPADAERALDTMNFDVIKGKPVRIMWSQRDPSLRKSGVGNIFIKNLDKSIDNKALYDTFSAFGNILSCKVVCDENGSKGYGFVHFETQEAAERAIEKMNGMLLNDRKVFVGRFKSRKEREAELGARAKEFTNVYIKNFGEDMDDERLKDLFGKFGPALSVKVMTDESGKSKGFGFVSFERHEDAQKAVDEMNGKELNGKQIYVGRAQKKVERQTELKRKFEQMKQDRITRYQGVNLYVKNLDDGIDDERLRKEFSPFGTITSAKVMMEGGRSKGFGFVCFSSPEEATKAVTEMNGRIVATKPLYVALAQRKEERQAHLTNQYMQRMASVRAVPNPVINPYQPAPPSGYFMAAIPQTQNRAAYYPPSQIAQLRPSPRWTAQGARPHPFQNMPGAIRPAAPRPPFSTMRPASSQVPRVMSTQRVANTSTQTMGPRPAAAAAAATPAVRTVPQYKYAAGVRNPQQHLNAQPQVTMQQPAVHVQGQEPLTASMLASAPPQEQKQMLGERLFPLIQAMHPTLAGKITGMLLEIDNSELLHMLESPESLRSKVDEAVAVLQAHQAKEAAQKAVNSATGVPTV
# SUMO1 PPI mod: alters human SUMO1 binding to SIM partners; SUMO1 binding to a labelled peptide, TR-FRET, 1 h; P63165; 0.33% of 360,000 active; inhibition, % at 20 µM; in the data active = inhibition above about 37%
# Target sequence (P63165 whole entry, looked up): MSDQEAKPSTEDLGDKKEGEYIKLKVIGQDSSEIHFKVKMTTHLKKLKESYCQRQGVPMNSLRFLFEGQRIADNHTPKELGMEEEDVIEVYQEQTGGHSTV
# Rpn11 inh: inhibitors of human proteasome Rpn11; 0.59% of 360,000 active; calls only at 20 µM; O00487; human 26S proteasome, Ub4-pepOG fluorescence polarization; 20S core pre-blocked with epoxomicin;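 active = inhibition at 20 µM, scaled to each plate's controls, above about 33%, limit read from the data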
# Target sequence (O00487 whole entry, looked up): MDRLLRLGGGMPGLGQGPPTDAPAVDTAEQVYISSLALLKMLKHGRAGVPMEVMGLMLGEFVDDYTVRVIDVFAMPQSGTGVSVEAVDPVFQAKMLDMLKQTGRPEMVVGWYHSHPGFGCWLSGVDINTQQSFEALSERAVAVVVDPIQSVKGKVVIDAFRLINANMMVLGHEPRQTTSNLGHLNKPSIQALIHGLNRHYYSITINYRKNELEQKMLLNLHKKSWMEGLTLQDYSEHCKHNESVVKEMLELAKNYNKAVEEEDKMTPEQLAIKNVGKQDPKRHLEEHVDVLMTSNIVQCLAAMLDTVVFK
# TbMetRS inhib: Trypanosoma brucei MetRS inhibition | 0.4% of 360,000 active | purified T. brucei MetRS, ATP depletion, Kinase-Glo luminescence | inhibition, % at 11.9 µM;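 active = inhibition above a per-plate cutoff of the control wells' mean inhibition plus 3 SD, cut at about 5.5% in these data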;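 also: 0% = DMSO wells median and 100% = median of wells with control inhibitor compound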
#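 Material – parasite MetRS enzyme · Medium – HEPES-MgCl2-KCl buffer plus DTT, spermine, BSA, pyrophosphatase · Reagent – ATP, methionine and E. coli bulk tRNA substrates · Times – 15 min enzyme-compound preincubation, 2 h reaction, 10 min detection, 25 °C · Measured by – luminescence of leftover ATP · Evaluation – percent inhibition relative to median high and low control wells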
# Scp-1 inhibitor: inhibitors of human Scp-1 phosphatase | Q9GZU7 | Recombinant Scp1, phosphopeptide, malachite green phosphate absorbance | inhibition, % at 20 µM | 0.88% of 340,000 active;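 active = inhibition above about 50% at 20 µM, limit read from the data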;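 also: plate controls were DMSO wells with enzyme for no effect and wells lacking enzyme for full effect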
#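 Material – SCP-1 phosphatase catalytic domain, residues 76-261 · Buffer or medium – Acidic Tris acetate buffer with magnesium and detergent · Also added – Phospho 17-mer peptide substrate · Compound – single 20 µM dose, 1% DMSO · Times – 45 min room-temperature reaction, 5 min colour, 30 min stabiliser · Technique – Phosphate-binding colour reagent, absorbance read at 630 nm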
# DNMT1 block: inhibitors of human DNMT1; P26358; DNMT1 molecular beacon, Hinp1I cleavage, fluorescence; inhibition (reported as % activation of signal), % at 10 µM; 0.83% of 360,000 active; AID 588458; in the data active = inhibition above about 50%
# LMPTP inh: LMPTP (human) inhibition. inhibition, % at 20 µM. 0.22% of 360,000 active. AID 651560. P24666. recombinant LMPTP-A, OMFP fluorogenic substrate, fluorescence intensity;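 active = compounds that cut the enzyme signal by at least half of the control window in the single-dose screen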;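 also: plate controls were DMSO wells with enzyme plus substrate for no effect and substrate without enzyme for full effect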
#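 Buffer or medium: Bis-Tris pH 6.0, DTT, detergent; Assay system: LMPTP-A enzyme; Quantity: 0.625 nM enzyme; Detection: endpoint fluorescence intensity; Times: 50 min dark incubation at room temperature; Controls: substrate-only low control, DMSO enzyme-plus-substrate high control; Doses: single 20 µM dose; Read-out: percent inhibition versus substrate-only and uninhibited controls; Reagent: 400 µM OMFP.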
# STEP block: inhibitors of human striatal-enriched phosphatase STEP. P54829. recombinant STEP, OMFP fluorogenic substrate, fluorescence. inhibition, % at 20 µM. 0.25% of 360,000 active. AID 588621;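 active = inhibition at 20 µM, scaled per plate between control wells, above about 37%, limit read from the data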;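 also: 0% = DMSO with enzyme and substrate and 100% = substrate only without enzyme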
#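 System: STEP (striatal-enriched tyrosine phosphatase) enzyme, cell-free; medium: Bis-Tris pH 6.0 buffer with DTT, detergent; dosing: 20 µM, 1% DMSO; times: reaction 20 min, ambient temperature; detection: fluorescence, 480/540 nm; read-out basis: normalized % inhibition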
# CSN deneddyl inh: CSN deneddylation inhibition | Q92905 | Purified CSN, SCF-Nedd8-OG deneddylation, fluorescence polarization | inhibition, % at 12.5 µM | 0.38% of 360,000 active | AID 651999;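 active = pattern-corrected inhibition above about 35%, with an unprinted fluorescence ratio check between 0.5 and 1.5, limit read from the data, passing the limit was not always enough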;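 also: 0% = enzyme with substrate and 100% = substrate without enzyme; some results filed as inactive read as strong as hits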
#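 Material: purified human Csn5 enzyme expressed in HEK293T cells / Medium: Tris buffer pH 7.5, NaCl, DTT, Tween-20, trehalose, ovalbumin / Compound dosing: 12.5 µM single point / Schedule: 90 min incubation of compound, enzyme and substrate at room temperature / Signal: fluorescence polarization of the substrate / Control set: no-enzyme wells high, enzyme-with-substrate wells low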
# NadD inh: NadD (S. aureus) enzyme inhibition | AID 602399 | inhibition, % at 20 µM | purified NadD enzyme, colorimetric absorbance read-out | 0.78% of 360,000 active; in the data active = inhibition above about 26%; also: some compounds past the cut are filed as inactive
# Numbers without * were called inactive; i = inactive; x = not tested or not shown.
no.	canonical_smiles	MLLE-PAM2 inh	SUMO1 PPI mod	Rpn11 inh	TbMetRS inhib	Scp-1 inhibitor	DNMT1 block	LMPTP inh	STEP block	CSN deneddyl inh	NadD inh
1	CC(CCN1CCN(CCO)CC1)c1ccccc1 (stereo not drawn)	-11	-2	i	0.0	-12	1	-2.4	1	-2	2
2	CCOC(=O)c1cnc(SCC(=O)Nc2sc(C)c(C)c2C#N)nc1N	16	0	i	-0.2	-8	22	-1.8	-1	0	3
3	COc1ccccc1NS(=O)(=O)c1cccc(NC(=O)C2CC2)c1	-2	13	i	-0.6	-8	6	2.0	-2	-3	6
4	NC(=O)COC(=O)c1ccc2c(c1)S(=O)(=O)N=C1CCCCCN12	0	-1	i	0.1	-9	1	-2.1	0	1	-1
5	C[C@]12c3[nH]c4ccccc4c3CCN1C(=O)C(CC(=O)NCCCn1ccnc1)C[C@@H]2C(=O)N1CCOCC1 (stereo partly drawn)	22	10	i	-0.1	8	3	-2.4	-4	-4	1
6	O=C(O)C1CCN(S(=O)(=O)Cc2ccccc2)CC1	14	1	i	-1.4	-4	-3	-1.3	0	5	-2
7	O=C(CSc1ccc(-c2ccccc2)nn1)N1CCCCC1	-2	0	i	-0.2	-5	2	1.1	3	0	-1
8	CC(OC(=O)/C=C/c1ccccc1)C(=O)Nc1ccc(C(N)=O)cc1 (stereo not drawn)	-6	-8	i	0.1	3	-2	-0.3	-1	1	4
9	COc1ccc(OC)c(NC(=O)c2ccc(-c3csc(C)n3)cc2)c1	6	7	i	-0.7	-8	-2	1.3	0	1	-7
10	COCCNC(=O)c1c[nH]c2ccc(OC)cc2c1=O	2	1	i	-1.2	-6	-3	-0.8	4	-2	6
11	CC(C)Nc1nnc(SCC(=O)c2c(N)n(Cc3ccccc3)c(=O)n(C)c2=O)s1	7	2	i	-0.8	-6	2	-2.3	-1	-1	-3
12	O=Cc1c[nH]c2ccc(OCc3ccccc3)cc12	-9	11	i	-0.4	0	-13	-3.0	-2	-3	-8
13	O=C1NC(c2cc(Cl)cc([N+](=O)[O-])c2O)Nc2ccccc21 (stereo not drawn)	-31	-9	i	-0.6	-11	-10	2.1	4	5	9
14	O=C(Nc1nnc(SCc2ccccc2Cl)s1)C1COc2ccccc2O1 (stereo not drawn)	5	15	i	0.1	-13	4	2.1	0	-1	-1
15	COC(=O)c1cn(C(=O)c2cccc(Br)c2)c2ccccc12	-2	4	i	-0.6	-10	6	1.4	-1	-2	-9
16	CCCc1nc2c(ccc3ccccc32)cc1CC	10	0	i	0.1	-11	1	1.8	2	0	4
17	O=C(COc1ccccc1Cl)Nc1nc(-c2cccs2)cs1	4	-2	i	-0.1	-17	-10	7.9	-1	-5	-1
18	CC(=O)Nc1c(C)ccc([N+](=O)[O-])c1C	-3	-1	i	-0.4	-5	7	0.5	1	2	-6
19	CCN(CC)CCOC(=O)c1ccc(NC(=O)CCCN2C(=O)/C(=C/c3cccs3)SC2=S)cc1	-32	-69	i	-0.6	-1	-8	0.5	5	11	-3
20	COc1ccc(C(C)(C)C)cc1NC(=O)c1cccc(S(=O)(=O)N2CCN(C(C)=O)CC2)c1	-3	-2	i	0.2	-4	-4	0.8	-1	0	-6
21	CCOc1ccc(N(CC(=O)NC2CCCCC2)S(=O)(=O)c2ccc(C)cc2)cc1	-8	-1	i	-0.1	-7	-2	1.3	1	1	-5
22	O=C(O)c1ccc(CS(=O)(=O)c2c(Cl)cccc2Cl)o1	-4	1	i	-1.2	18	7	-0.9	2	-3	-5
23	CCCCN1CCc2c([nH]c3ccccc23)C1=O	1	8	i	-0.4	-5	2	1.6	4	-1	1
24	Cc1ccc(S(=O)(=O)N2C[C@H]3[C@H]4C(=O)N(c5ccccc5)C(=O)[C@H]4CC(=O)[C@H]3[C@@H]2c2ccccc2F)cc1	2	6	i	0.4	x	-1	0.9	0	111*	-2
25	Cc1c(Cl)cccc1NC(=O)CNC(=O)C1CCN(C(=O)Nc2ccccc2)CC1	3	-2	i	-0.3	-1	-2	-0.4	-2	4	7

# Sorted by molecular weight (largest number first): part of the list above.
no.	canonical_smiles	MLLE-PAM2 inh	SUMO1 PPI mod	Rpn11 inh	TbMetRS inhib	Scp-1 inhibitor	DNMT1 block	LMPTP inh	STEP block	CSN deneddyl inh	NadD inh
19	CCN(CC)CCOC(=O)c1ccc(NC(=O)CCCN2C(=O)/C(=C/c3cccs3)SC2=S)cc1	-32	-69	i	-0.6	-1	-8	0.5	5	11	-3
21	CCOc1ccc(N(CC(=O)NC2CCCCC2)S(=O)(=O)c2ccc(C)cc2)cc1	-8	-1	i	-0.1	-7	-2	1.3	1	1	-5
14	O=C(Nc1nnc(SCc2ccccc2Cl)s1)C1COc2ccccc2O1 (stereo not drawn)	5	15	i	0.1	-13	4	2.1	0	-1	-1
2	CCOC(=O)c1cnc(SCC(=O)Nc2sc(C)c(C)c2C#N)nc1N	16	0	i	-0.2	-8	22	-1.8	-1	0	3
9	COc1ccc(OC)c(NC(=O)c2ccc(-c3csc(C)n3)cc2)c1	6	7	i	-0.7	-8	-2	1.3	0	1	-7
4	NC(=O)COC(=O)c1ccc2c(c1)S(=O)(=O)N=C1CCCCCN12	0	-1	i	0.1	-9	1	-2.1	0	1	-1
22	O=C(O)c1ccc(CS(=O)(=O)c2c(Cl)cccc2Cl)o1	-4	1	i	-1.2	18	7	-0.9	2	-3	-5
7	O=C(CSc1ccc(-c2ccccc2)nn1)N1CCCCC1	-2	0	i	-0.2	-5	2	1.1	3	0	-1
1	CC(CCN1CCN(CCO)CC1)c1ccccc1 (stereo not drawn)	-11	-2	i	0.0	-12	1	-2.4	1	-2	2
12	O=Cc1c[nH]c2ccc(OCc3ccccc3)cc12	-9	11	i	-0.4	0	-13	-3.0	-2	-3	-8

# (list continues)
no.	canonical_smiles	MLLE-PAM2 inh	SUMO1 PPI mod	Rpn11 inh	TbMetRS inhib	Scp-1 inhibitor	DNMT1 block	LMPTP inh	STEP block	CSN deneddyl inh	NadD inh
26	COCCn1c(SCC(=O)Nc2cccc(S(N)(=O)=O)c2)nc2ccccc21	-25	-5	i	-0.5	-10	4	-0.4	0	1	-2
27	O=C(/C=C/[C@H]1O[C@@H](n2ccc(=O)[nH]c2=O)[C@H](O)[C@@H]1O)NCc1cccs1	-8	2	i	-0.4	x	-10	-1.1	3	1	1
28	COc1cc(C(=O)C(=O)N2CCN(c3ccc(C)cc3)CC2)cc2ccccc12	x	-3	x	-0.2	x	x	6.1	x	2	x
29	O=C(CN1C(=O)/C(=C/c2ccc(F)cc2)SC1=S)NC1CCS(=O)(=O)C1 (stereo not drawn)	15	-16	i	-0.6	-3	3	0.3	18	1	-5
30	COc1ccc(N=C2NC(=O)C(CO)(CO)S2)cc1	0	-2	i	-0.3	-1	1	0.1	-1	0	6
31	Cn1c(-c2ccc(F)cc2)cnc1NCc1ccccc1	-14	-3	i	-0.6	-2	-1	-0.2	-2	-1	-5
32	Cn1c(SCC(=O)N2CCCCCC2)nnc1-c1ccco1	-4	2	i	-0.7	7	2	-1.3	-1	-7	2
33	COc1cc(C2C(C#N)=C(N)OC3=C2C(=O)CCC3)c([N+](=O)[O-])cc1OC (stereo not drawn)	64	24	i	-0.5	8	23	1.9	-2	-9	14
34	CCn1c(=O)cc(SCC(=O)N2CCN(c3ccccc3F)CC2)c2ccccc21	-7	4	i	-0.4	-1	-3	0.6	2	-3	-1
35	C=C(C)C1CC=C(CN2CCC(C(=O)OCC)CC2)CC1 (stereo not drawn)	-12	0	i	-1.8	-2	2	2.0	0	0	-6
36	COc1ccccc1-c1nnc(SC/C(O)=C(\C#N)c2nc3ccccc3[nH]2)n1C1CCCCC1	-25	4	i	0.6	0	-19	3.0	3	-4	22
37	COc1ccc(-c2csc(NC(=O)c3cc(=O)c4ccccc4o3)n2)cc1OC	-19	-4	i	-0.5	-6	-2	-1.0	-3	-1	-3
38	O=C(/C=C/c1ccccc1)N/C(=C/c1ccccc1)C(=O)Nc1ccc(C(=O)O)cc1	-7	-11	i	0.3	-8	4	-1.1	-1	0	-7
39	Cc1ccc(NC(=O)CNc2cc(S(=O)(=O)N3CCOCC3)ccc2NCC2CCCO2)cc1F (stereo not drawn)	-5	-6	i	15*	5	-4	0.8	-1	1	7
40	CCOc1cc(N2CCOCC2)c(OCC)cc1NC(=O)CCS(=O)(=O)c1ccc(Cl)cc1	-4	-12	i	-0.1	-7	-13	0.2	-1	-6	3
41	COCCNC(=S)N(C)[C@H]1C[C@H]2c3cc(Oc4ccccc4C)ccc3CCN2C(=O)[C@H]1[C@H](C)O	-50	4	i	-0.6	x	-27	-1.2	1	7	-3
42	Cc1ccc(S(=O)(=O)N2CCCCC2)cc1NC(=O)CCNC(=O)c1ccccc1	2	3	i	-0.3	-1	-2	-1.2	0	-2	-3
43	O=C1NCCCC1C(=O)N/N=C/c1cc([N+](=O)[O-])ccc1O (stereo not drawn)	-1	-24	i	-0.2	2	4	0.6	3	6	-4
44	COc1ccc(/C=N/N2C(C)CCCC2C)cc1O (stereo not drawn)	-2	8	i	-1.0	-6	2	-0.1	0	1	-7
45	C/C=C\C=C/C(=O)Nc1cccc(C2=NOC3(C2)C[C@@H](C(N)=O)N(C(=O)c2ccc(Cl)cc2)C3)c1 (stereo partly drawn)	-4	-8	i	0.3	-2	-31	-0.7	-4	-2	6
46	C=CCOC(=O)N1CCN(c2cccc(C(F)(F)F)c2)CC1	-15	1	i	-0.5	-1	-4	1.4	-1	-3	-2
47	O=C(CCCc1cccs1)Nc1nccs1	-2	1	i	-1.4	6	5	1.2	1	-9	-1
48	O=S(=O)(c1ccccc1F)N1CCCc2ccccc21	-6	2	i	-0.9	-13	0	2.0	-2	3	-3
49	Cc1ccc(NC(=O)c2c(C)noc2C)cc1S(=O)(=O)N1CCOCC1	1	9	i	-0.1	-8	6	-1.9	1	-2	-1
50	O=C(O)COCC(=O)Nc1ccc2c(c1)CCC2	-13	3	i	-0.6	-13	-1	-2.4	0	-3	-5
